Compound activity as filed in PubChem BioAssay.
KLK5 inh: inhibitors of human kallikrein 5; Q9Y337; recombinant hK5, fluorogenic AMC substrate cleavage; inhibition, % at 5 µM; 210,000 tested, 0.59% active;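 active = inhibition of 40% or more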;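 note: 0% = enzyme controls without compound and 100% = no-enzyme blanks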
Target sequence (Q9Y337 67-293 limits assumed): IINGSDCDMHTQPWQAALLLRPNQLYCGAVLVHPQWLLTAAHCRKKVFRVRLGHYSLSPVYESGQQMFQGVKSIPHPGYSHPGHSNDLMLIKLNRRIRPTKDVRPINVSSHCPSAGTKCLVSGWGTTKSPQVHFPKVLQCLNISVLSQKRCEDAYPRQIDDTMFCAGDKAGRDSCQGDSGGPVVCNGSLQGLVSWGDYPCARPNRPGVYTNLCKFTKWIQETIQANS
FXIa inh: blocks human coagulation factor XIa protease activity | inhibition, % at 5 µM | P03951 | 220,000 tested, 0.14% active | purified FXIa, Boc-Glu-Ala-Arg-AMC fluorogenic substrate;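 active = inhibition of at least 40%; inactive = inhibition below 40%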;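 note: fluorescence of freed AMC excited at 355 nm; 0% = enzyme without compound and 100% = no enzyme blank; many of its hits are not listed in these tables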
Hck Nef HTS: blocks Nef-activated human Hck kinase | Recombinant Hck-YEEI plus Nef, Z-Lyte FRET kinase assay | inhibition, % at 20 µM | 220,000 tested, 0.68% active;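 active = Hck-Nef kinase inhibition above about 50%, limit read from the data; inactive = inhibition below that limit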;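 note: 0% = DMSO with Hck plus Nef and 100% = Hck alone without Nef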
Wee1 degr inh: inhibitors of human Wee1 degradation | AID 1321 | P30291 | 220,000 tested, 1.2% active | HeLa Luc-Wee1K328M stability, luciferase luminescence; 100% = proteasome inhibitor MG132 effect | reporter increase, % at 5 µM;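 active = activation above the mean of all tested compounds plus 3 SD, set per screening run, cut at about 8.8% in these data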;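 note: cells exposed to compound for 20 h before luminescence read; 0% = DMSO alone and 100% = MG132 at 30 µM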
Runt-CBFb FRET: inhibitors of human RUNX1 Runt domain binding to CBFb; Q01196+Q13951; Cerulean-Runt/Venus-CBFb FRET ratio 530/480, 1 h; inhibition, % at 20 µM; 220,000 tested, 0.46% active;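 active = inhibition over about 50% at 20 µM in the single-dose screen, limit read from the data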;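 note: 0% = DMSO wells and 100% = excess unlabeled CBFb competitor control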
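Assay system: Cerulean-tagged RUNX1 Runt domain (FRET donor) fusion protein / Amount: 100 nM each of Venus-CBFb and Cerulean-Runt domain / Medium: Tris buffer pH 7.5 with salts and BSA / Also added: Venus-CBFb 100 nM / Schedule: 1 h complex formation plus 1 h compound treatment, room temperature / Signal: FRET fluorescence / Read-out: loss of energy transfer signal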
Runt-SMMHC FRET: blocks binding of human RUNX1 Runt domain to CBFb-SMMHC | Q01196+Q13951 | Cerulean-Runt/Venus-CBFb-SMMHC FRET ratio 530/480, 1 h | inhibition, % at 20 µM | 220,000 tested, 0.74% active | AID 1434;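 active = mean inhibition across duplicate retests at 20 µM reaching about 50%, limit read from the data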;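 note: 0% = DMSO wells and 100% = wells with excess untagged CBFb-SMMHC; inhibitors lower the FRET ratio by blocking Runt binding to CBFb-SMMHC; some results filed as inactive read as strong as hits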
thrombin 1536: inhibitors of human thrombin; P00734; alpha-thrombin, Boc-VPR-AMC fluorogenic substrate cleavage; inhibition, % at 5 µM; 220,000 tested, 0.26% active; AID 1046;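 active = inhibition at or above 40%; inactive = inhibition below 40%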;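 note: 0% = enzyme with no compound and 100% = wells without enzyme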
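Test system: human alpha-thrombin protein / Dosing: one concentration per compound, 5 µM, with 0.2% DMSO / Medium: pH 7.5 Tris-saline with Tween 20 / Benchmarks: no-compound enzyme wells and no-enzyme blanks / Read-out basis: percent inhibition of thrombin substrate cleavage / Timing: reaction at room temperature / Measured by: fluorescence, ex 355 nm, em 460 nm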
14-3-3 Bad PPI: disrupts binding of bovine 14-3-3 zeta to phospho-Bad peptide; AID 781; TR-FRET 14-3-3zeta/Dy647-pBad peptide displacement, 1 h; P63103; 220,000 tested, 0.71% active; inhibition, % at 21.7 µM;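 active = inhibition above about 70%, limit read from the data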;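 note: 0% = full 14-3-3 plus peptide FRET controls and 100% = background without 14-3-3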
Target sequence (P63103 whole entry, looked up): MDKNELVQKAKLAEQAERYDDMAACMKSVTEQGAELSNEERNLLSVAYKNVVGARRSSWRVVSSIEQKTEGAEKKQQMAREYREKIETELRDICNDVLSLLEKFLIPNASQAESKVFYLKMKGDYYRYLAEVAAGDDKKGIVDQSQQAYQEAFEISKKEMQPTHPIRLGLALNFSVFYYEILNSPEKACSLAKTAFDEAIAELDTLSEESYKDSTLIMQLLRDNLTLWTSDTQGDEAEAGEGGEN
FXIIa inh: factor XIIa (human) inhibition; inhibition, % at 5 µM; 220,000 tested, 0.3% active; purified FXIIa, Boc-QGR-AMC fluorogenic substrate, 2 h; P00748; in the data active = inhibition above about 40%;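 note: 0% = enzyme with no compound and 100% = blank without enzyme; many of its hits are not listed in these tables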
The depositor's hits bear a star; . = not tested or not shown; [ ] = another dose, or the depositor's remark. These rows are one share of the data (hit frequency here may not be typical).

SMILES | KLK5 inh | FXIa inh | Hck Nef HTS | Wee1 degr inh | Runt-CBFb FRET | Runt-SMMHC FRET | thrombin 1536 | 14-3-3 Bad PPI | FXIIa inh
Cc1cccc(-n2c(-c3ccco3)nc3ccccc3c2=O)n1 | -0.2 | -3.1 | 0.9 | -1.1 | 0.9 | 4.2 | -6.7 | 2.7 | 0.1
CC(C)N1CCN(Cc2ccc3c(c2)OCCO3)CC1CCO (stereo not drawn) | 3.2 | -4.9 | 16.8 | 1.1 | 1.5 | -2.7 | -1.3 | -1.2 | 4.8
Cc1ccccc1N1C(=O)NC(=O)/C(=C\c2cc(Br)c(N3CCOCC3)o2)C1=O | -0.4 | 4.7 | 3.4 | -1.4 | 12.6 | -10.7 | -7.5 | 1.0 | 10.5
CCCCOCCCn1c(N)c(C(=O)OC(C)COC)c2nc3ccccc3nc21 (stereo not drawn) | -104.5 | -5.6 | 15.9 | -1.2 | 41.2 | 127.7* | -8.8 | 4.2 | -2.6
COC1CC(OC2CCC3(C)C(CCC4C3CCC3(C)C(C5=CC(=O)OC5)C(OC(C)=O)CC43O)C2)OC(C)C1OC1OC(COC2OC(CO)C(O)C(O)C2O)C(O)C(O)C1O (stereo not drawn) | -0.9 | -0.6 | 29.8 | . | 0.1 | -0.9 | 5.2 | 5.7 | 2.9
Brc1ccc2[nH]cc(/C=N/N3CCCCC3)c2c1 | -14.7 | 4.6 | 6.1 | -2.2 | 0.0 | 3.3 | -1.1 | -6.4 | 12.0
O=C1NC(=O)C(=CN2CCc3ccccc32)C(=O)N1 | -10.1 | 5.2 | -11.7 | 0.4 | 3.5 | 5.3 | 0.6 | -2.6[fluorescence artefact?] | 7.5
CCOc1cc(/C=C2/C(=O)NC(=O)N(c3ccc(CC)cc3)C2=O)ccc1OC(=O)c1cccs1 | 9.3 | 7.2 | 0.7 | 0.8 | -0.7 | -2.8 | 5.3 | 11.2[fluorescence artefact?] | 15.1
COC(=O)C(O)(c1ccc(N=Cc2ccccc2O)c(C)c1)C(F)(F)F (stereo not drawn) | -19.2 | 3.5 | 0.4 | -1.1 | -2.8 | 0.8 | -5.0 | -24.3[fluorescence artefact?] | 8.1
Cn1c(O)c(C=NCCOc2ccc(Cl)cc2)c(=O)n(C)c1=O | 7.8 | 1.6 | 6.8 | 1.2 | -0.2 | 1.6 | -3.4 | 18.4 | 14.7
CCCCCCN1CCN(c2ccccc2Cl)CC1 | 2.5 | -0.1 | 3.1 | -2.9 | -0.3 | -0.8 | -0.4 | 28.6 | 12.0
CC(=NCC1CCCO1)c1c(O)n(C2CCCCC2)c(=O)[nH]c1=O (stereo not drawn) | -5.3 | -4.8 | 9.7 | -2.0 | 1.6 | -2.5 | -6.1 | 0.8 | 0.7
CCc1nc2ccc(N3CCN(C)CC3)cc2nc1CC | 0.7 | -0.9 | -37.7 | -2.6 | -149.9 | 44.3 | -3.0 | 3.5 | 5.4
COc1ccc(OCC(=O)N2CCN(Cc3ccc(SC)cc3)CC2)cc1 | 1.3 | -2.2 | 18.5 | -3.6 | . | . | 48.9* | -6.7 | 4.2
Clc1ccc2c(c1)C(OC1CN3CCC1CC3)c1ccccc1CS2 (stereo not drawn) | -20.4 | 1.6 | 5.8 | 1.1 | -3.1 | 5.8 | -2.6 | -26.5 | 10.7

Single records, from the list above. Order of screens: KLK5 inh	FXIa inh	Hck Nef HTS	Wee1 degr inh	Runt-CBFb FRET	Runt-SMMHC FRET	thrombin 1536	14-3-3 Bad PPI	FXIIa inh
Record of CCCCCCN1CCN(c2ccccc2Cl)CC1 : 2.5	-0.1	3.1	-2.9	-0.3	-0.8	-0.4	28.6	12.0
Record of COC(=O)C(O)(c1ccc(N=Cc2ccccc2O)c(C)c1)C(F)(F)F (stereo not drawn) : -19.2	3.5	0.4	-1.1	-2.8	0.8	-5.0	-24.3[fluorescence artefact?]	8.1

The results go on:
SMILES | KLK5 inh | FXIa inh | Hck Nef HTS | Wee1 degr inh | Runt-CBFb FRET | Runt-SMMHC FRET | thrombin 1536 | 14-3-3 Bad PPI | FXIIa inh
Cc1cccc(NP(=O)(Oc2ccccc2F)Oc2ccccc2F)c1 | 1.3 | 4.7 | 1.9 | 0.1 | -3.3 | -2.3 | 0.3 | -0.4 | 5.4
Oc1ccc(/C=N/NP(=S)(c2ccccc2)c2ccccc2)cc1 | -1.8 | -3.6 | -4.4 | 1.4 | 12.5 | -3.3 | -6.2 | -4.0[fluorescence artefact?] | 11.8
S=C(c1ccc(Cl)cc1)N1CCOCC1 | 0.1 | 17.7 | 0.7 | -0.9 | 15.1 | 9.7 | 2.2 | -9.7 | 29.2
CCOC(=O)c1[nH]c(C)c(C(=O)N2CCC3(CC2)OCCO3)c1C | 5.0 | 24.4 | 1.3 | -2.4 | -2.4 | -2.3 | 6.3 | -8.9 | 13.5
CCN(CC)c1ccc(N=Cc2c(O)n(-c3ccccc3)c(=O)[nH]c2=O)cc1 | 2.8 | 3.5 | -3.0 | 1.1 | -24.6 | -79.1 | -3.1 | -3.8 | 8.0
C#CCOCOCC#CCN(CC)CC | -5.9 | 8.4 | -0.4 | 1.3 | -2.1 | 3.5 | 3.8 | 0.2 | 15.2
O=[N+]([O-])c1ccc(N2CCCNCC2)c2ncccc12 | 7.0 | 9.1 | 0.8 | 1.0 | -4.1 | -6.0 | 0.6 | -10.9 | 6.8
CN1CCC(N(C)c2nc(-c3ccc([N+](=O)[O-])cc3)nc3ccccc23)CC1 | -13.0 | 8.4 | 1.6 | -2.3 | 1.2 | -2.2 | -3.0 | 2.3 | 12.0
CN(C)CP(=O)(O)CN(C)C=O | -3.8 | -1.1 | 3.8 | -0.8 | -2.1 | -3.2 | -4.8 | 90.9* | 12.3
CC(C)C12CN3CCN(CC(C3)/C1=N\O)C2 | -5.3 | -4.4 | -19.3 | -1.2 | -0.7 | 0.7 | -3.4 | 1.1[fluorescence artefact?] | 9.1
O=c1c2ccccc2[nH]c(=S)n1-c1cccnc1 | 0.4 | 4.2 | -3.1 | 9.7* | -0.6 | -2.6 | -0.5 | -3.3 | 4.8
CC(C)(C)NC(=S)N1CCn2cccc2C1c1cccnc1 (stereo not drawn) | 1.1 | 2.7 | 15.8 | -0.4 | 0.0 | -1.9 | -5.2 | -12.3 | 8.8

Some of the entries so far, with values under each structure.
Second line of a record: KLK5 inh | FXIa inh | Hck Nef HTS | Wee1 degr inh | Runt-CBFb FRET | Runt-SMMHC FRET | thrombin 1536 | 14-3-3 Bad PPI | FXIIa inh
- Oc1ccc(/C=N/NP(=S)(c2ccccc2)c2ccccc2)cc1
    -1.8 | -3.6 | -4.4 | 1.4 | 12.5 | -3.3 | -6.2 | -4.0[fluorescence artefact?] | 11.8
- Cc1ccccc1N1C(=O)NC(=O)/C(=C\c2cc(Br)c(N3CCOCC3)o2)C1=O
    -0.4 | 4.7 | 3.4 | -1.4 | 12.6 | -10.7 | -7.5 | 1.0 | 10.5
- Cc1cccc(NP(=O)(Oc2ccccc2F)Oc2ccccc2F)c1
    1.3 | 4.7 | 1.9 | 0.1 | -3.3 | -2.3 | 0.3 | -0.4 | 5.4
- CCCCCCN1CCN(c2ccccc2Cl)CC1
    2.5 | -0.1 | 3.1 | -2.9 | -0.3 | -0.8 | -0.4 | 28.6 | 12.0
